# Pf gametocyte – late stage P. falciparum gametocyte viability inhibitors, primary screen, ATP luminescence, HTS. inhibition, % at 10.9 µM. 150,000 compounds, 0.065% hits. P. falciparum stage V gametocytes, 24 h;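 active = inhibition above the mean plus 3 SD of compounds within the control limits, set per campaign, cut at about 38% in these data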;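 note: 0% = DMSO wells and 100% = medium only without gametocytes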
# * hit, by the source's call. A portion of the library, so the mix of outcomes need not match the whole.
SMILES,Pf gametocyte
COc1cccc(C2=CC(=O)CC(c3ccco3)C2)c1 (stereo not drawn),-12.0
CC1=CC(C)(C)N2C(=O)C3(C(C#N)=C(N)Oc4cc(C)oc(=O)c43)c3cc(C)cc1c32 (stereo not drawn),-46.9
N#Cc1ccccc1CSc1nc(N)cc(N)n1,1.2
Cc1cccc2c3c([nH]c12)CCNC3,6.8
O=C1c2ccccc2C(O)N1c1ccccc1 (stereo not drawn),8.7
C=CC[C@H](CC(=O)N[C@H](CO)Cc1ccccc1)C(=O)N[C@H](COC(=O)[C@@H](CC=C)CC(=O)OC(C)(C)C)Cc1c[nH]c2ccccc12,-4.2
CCN1CCN(C(=O)/C=C/c2ccc(F)cc2)CC1,-14.1
CCn1ncc(Br)c1C(=O)Nc1ccccc1C(=O)OC,-9.3
CCN(CC(=O)N1CCCCCC1)S(=O)(=O)c1ccc(C)cc1,-9.2
CC(C(=O)Nc1ccccc1C(F)(F)F)N1CCN(C)CC1 (stereo not drawn),-13.7
CC1=C([N+](=O)[O-])C(c2ccc3c(c2)OCO3)N(C)C(=O)N1C (stereo not drawn),-13.7
C[C@H](NC(=O)c1nc[nH]c1C(=O)N[C@@H](Cc1ccccc1)C(=O)OC(C)(C)C)C(=O)OCc1ccccc1,-18.7
CC(C)C1C(=O)CC(c2ccccc2)NC1c1ccccc1 (stereo not drawn),-4.1
Cc1ccc(SC[C@H](C)CN2CC[C@H](NC(=O)OCc3ccccc3)CCC2=O)cc1,-8.8
CC(N)C(=O)NC(C(=O)N1CCCC1C(=O)NC(c1ccccc1)c1ccccc1)C(C)C (stereo not drawn),-2.0
C/C(=N\Nc1cc(Cl)nc(C)n1)c1ccc(C)cc1,5.4
O=C1OC(Nc2nccs2)c2ccccc21 (stereo not drawn),20.4
COC(=O)C(Cc1ccccc1)NC(=O)CCCC(=O)NCc1cccc(OC)c1 (stereo not drawn),3.9
CCCCCc1ccc(-c2cn(Cc3ccc(C)cc3)nn2)cc1,8.3
Fc1ccc(CN2CCN(C(c3ccccc3)c3ccccc3)CC2)cc1,-5.9
Cc1cccc(C(=O)Nc2cc(NC(=O)c3cccs3)ccc2C)c1,7.2
O=Cc1ccc(OCc2ccc3c(c2)OCO3)cc1,-12.0
c1cc(-c2cc3cc4c(cc3cn2)OCO4)cs1,24.4
COc1ccccc1C1CC(c2cccs2)=NN1C(=O)CCC(=O)O (stereo not drawn),-8.7
COC(=O)c1c(-c2ccccc2)nn(-c2ccccc2)c1C(=O)OC,-17.5
SMILES,Pf gametocyte
CCOCC(=O)Nc1ccc(S(=O)(=O)Nc2nccs2)cc1,1.7
CC(C)Oc1ccc(CSc2nnc3n(C)c(=O)c4c5c(sc4n23)CCCC5)cc1,3.6
COc1cc(F)c(C2=CC(=O)C[C@H](c3ccc(F)cc3)C2)cc1F,29.7
O=[N+]([O-])c1ccccc1S(=O)(=O)N1CCN(Cc2ccccc2)CC1,-6.5
C[C@@H]1NC(=O)OC1c1ccco1 (stereo partly drawn),-4.0
Cc1ccc(S(=O)(=O)N2CCOCC2)cc1NC(=O)CN(C)C1CCS(=O)(=O)C1 (stereo not drawn),-10.2
O=C(CSc1nnnn1-c1ccc(F)cc1F)Nc1ccccc1F,-6.5
N=c1c(S(=O)(=O)c2ccc(Br)cc2)cc2c(=O)n3ccccc3nc2n1CCN1CCOCC1,-8.3
COc1ccc([N+](=O)[O-])cc1N1C(=O)c2cccnc2C1=O,-13.5
CC(/C=N/NC(=O)c1ccccc1C)=C\c1ccccc1,-1.0
COc1cc(/C=N/NC(=O)c2cc(-c3cccc(Br)c3)nc3ccccc23)cc(OC)c1O,9.8
O=C(C[n+]1cc(Br)cc2ccccc21)c1ccc(Br)cc1,-6.5
O=C(Cc1ccc(Cl)cc1)NC1CCCN(Cc2ccccc2F)C1 (stereo not drawn),-4.6
CCCCN1CCNC[C@@H]1Cc1ccc(O)cc1,2.3
COc1ccc(/C=C2/C(=O)N(c3c(F)c(F)c(F)c(F)c3F)N=C2C)cc1,11.5
C=CC[C@@H](CC(=O)OC(C)(C)C)C(=O)OC[C@H]1CCCN1C(=O)[C@@H](CC=C)CC(=O)N[C@H](CO)Cc1ccccc1,-0.6
O=C(O)C1C2CCC(O2)C1C(=O)Nc1cccc(Cl)c1 (stereo not drawn),-1.1
CCOC(=O)Nc1ccc2c(c1)N(CCCN(C)C)c1ccccc1CC2,-19.6
C[C@@H]1C=CC(=O)O[C@@H]1c1ccc(Cl)cc1,-40.2
CCOC(=O)N1CCN(CC(=O)Nc2nnc(C(F)(F)F)s2)CC1,-2.6
CCC(=O)Nc1c(C#N)c2nc3ccccc3nc2n1-c1ccc(C)cc1,11.2
COc1ccc(NC2CCCN(Cc3cccc4cnccc34)C2)cc1OC (stereo not drawn),-15.2
CCOc1ccccc1NC(=O)CN1CCCCCC1,1.5
CCn1c(SCc2c(Cl)cccc2Cl)nc2nc3c(cc2c1=O)CCCC3,-32.5
Cc1ccccc1OCc1nnc(SCC(=O)O)n1-c1ccccc1,-28.9
SMILES,Pf gametocyte
Cc1cccc(NC(=S)NCCc2ccc(Cl)cc2)c1C,-6.3
CN1CCc2c(sc3c2C(=O)NC(/C=C/c2ccco2)N3)C1 (stereo not drawn),14.9
S=C(N/N=C/c1ccc(Br)cc1)N1CCCCC1,-19.2
O=[N+]([O-])c1ccc2c(c1)nc(CO)n2Cc1ccccc1,2.7
O=C(C[C@H]1C/C=C\C[C@H](Cc2ccc(F)cc2)C(=O)OCCNC1=O)NCCO,3.7
COCCNC(=O)CN(C(=O)c1ccc(N2CCCC2)nc1)c1ccc(Cl)cc1,17.6
OCC[C@@H]1C[C@@H](O)[C@H](O)[C@@]2(OCc3ccccc32)O1,32.0
O=C(NC1CCCCCC1)C(=O)NC1CC1,0.4
Cc1ccccc1N1CCN(CC(=O)NCc2ccc(Cl)cc2)CC1,4.3
O=C(C[C@H]1C/C=C\CC[C@@H](Cc2ccc(F)cc2)C(=O)O[C@@H](c2ccccc2)CNC1=O)N[C@@H](CO)Cc1ccccc1,5.7
CCOc1cc(S(=O)(=O)NCCCn2ccnc2)ccc1Cl,-1.7
N#C/C(=C\c1cccnc1)c1ccc([N+](=O)[O-])cc1,16.4
COc1cc(OC)cc(-c2c(C#Cc3ccsc3)c3cc(Br)ccc3n2C)c1,-8.3
CC(=O)Nc1ccc2c3c(cccc13)CC2,0.0
COc1ccc(CCc2nnc(N)s2)cc1OC,-14.2
O=S(=O)(NCCCCCCNS(=O)(=O)c1c(F)cccc1F)c1ccc2c(c1)OCCO2,-8.6
CCOCCCNC(=O)Cn1cnc2c(cnn2-c2ccc(F)cc2)c1=O,-17.1
Cc1cc(C)cc(N(CC(=O)N2CCCCCC2)S(C)(=O)=O)c1,14.7
O=C1N[C@H](Cc2ccccc2)COC(=O)[C@H](Cc2ccc(F)cc2)C/C=C\C[C@H]1CC(=O)N(CCO)Cc1ccccc1,5.6
NC(=O)Cn1nc(-c2ccccc2)nc1-c1ccccc1,-39.3
Cc1ccc2nc(-c3ccc(NC(=O)C(C)Sc4nncs4)cc3)sc2c1 (stereo not drawn),-8.5
CCn1c(CNC(=O)c2ccccc2Cl)cc2ccccc21,-6.8
CNC(C)C#Cc1ccc2c(=O)c3ccccc3oc2c1 (stereo not drawn),-5.0
CC(=O)Oc1ccc(-c2nc3cc(Cl)ccc3c(=O)o2)cc1,-9.7
CCC(C)Oc1ccc(C(=O)Nc2ccc(CN3CCOCC3)cc2)cc1 (stereo not drawn),-2.7
SMILES,Pf gametocyte
CCCCCCc1ccc(N2C[C@H](Cc3ccccc3)[C@@H](CC(=O)NCc3ccc(OC)cc3)C2=O)cc1,-11.3
CC(C)Oc1ccc(CNC(=S)Nc2ccccc2)cc1Cl,4.4
O=C(NCc1cccnc1)[C@@H]1CC=C[C@@H]2CCN(Cc3ccc(Cl)c(Cl)c3)C(=O)[C@@H]21,25.9
CC(=O)Nc1ccc(S(=O)(=O)Nc2ccc(Cl)cn2)cc1,-4.3
CCN1C(=O)[C@@H]2[C@H](C1=O)[C@@H]1C(=O)Nc3ccccc3C(=O)N1[C@@H]2c1cccc(C)c1,-14.4
CC/C(=N/NC(=O)c1ccc2c(c1)OCO2)c1ccccc1O,-32.5
COCCNC(=O)c1cccc(OC2CCN(Cc3ccccc3OC(F)F)CC2)c1,12.9
Cc1noc(C)c1S(=O)(=O)Nc1ccc2c(c1)CC(=O)N([C@H](C)CO)C[C@H](C)[C@H](CN(C)S(=O)(=O)c1ccc(F)cc1)O2,-8.2
CCOC(=O)[C@@H]1[C@H]2COc3ccc(Br)cc3[C@@H]2N2C(=O)N(c3ccc(C)cc3)C(=O)[C@]12C,11.6
CCCOc1cc2c(C#N)c(N3CCCC3)nc(N)c2c(N)n1,-19.5
CC(C)CC(=O)N(c1nnc(-c2cccnc2)s1)C1CCCC1,-11.5
Cc1ccc(S(=O)(=O)N2CCN(C(=O)N3CCOCC3)CC2)c(C)c1,12.9
COc1ccc([C@H]2CC(=O)C=C(c3cccc4c3sc3ccccc34)C2)cc1OC,0.7
CCO[C@H]1OC(C(=O)O)=C[C@@H](C(C)(C)C)[C@@H]1CCCO,-1.1
Cn1c(=O)n(C)c2cc(NC(=O)COc3ccc(F)cc3F)ccc21,2.6
CC1CCCC(NC(=O)/C=C/c2c(F)cccc2Cl)C1C (stereo not drawn),8.5
Cc1c(CN2CCN(CC(C)(C)C)C(CCO)C2)[nH]c2ccccc12 (stereo not drawn),-14.1
COc1ccccc1N(CC(=O)Nc1c(C)n(C)n(-c2ccccc2)c1=O)S(=O)(=O)c1ccccc1,-17.8
O=C1NC2=C(C(=O)CCC2)C(c2cccc([N+](=O)[O-])c2)N1 (stereo not drawn),20.6
CCOC(=O)C1=CCC2c3c(c4ccccc4n3C)C(=O)C1N2C(=O)OC(C)(C)C (stereo not drawn),15.1
O=C(O)c1cc(Br)ccc1NS(=O)(=O)c1cccc2nsnc12,23.7
Oc1cccc2c3c(oc12)CCCC3,-7.3
COCCNC(=O)Cn1nc(-c2ccccc2F)ccc1=O,3.7
C=CCn1c(=O)c(C(=O)NC(C)c2ccccc2)c(O)c2ccccc21 (stereo not drawn),-11.1
Cn1ccnc1SCC(=O)c1ccc(F)cc1,8.8

# Pulled by structure from the entries so far (4):
SMILES,Pf gametocyte
CCOCC(=O)Nc1ccc(S(=O)(=O)Nc2nccs2)cc1,1.7
C=CC[C@@H](CC(=O)OC(C)(C)C)C(=O)OC[C@H]1CCCN1C(=O)[C@@H](CC=C)CC(=O)N[C@H](CO)Cc1ccccc1,-0.6
NC(=O)Cn1nc(-c2ccccc2)nc1-c1ccccc1,-39.3
Cc1cccc(NC(=S)NCCc2ccc(Cl)cc2)c1C,-6.3

# The results go on.
SMILES,Pf gametocyte
CC(=O)Nc1ccc(NC(=O)c2ccc(Cl)nc2)cc1,-0.1
O=[N+]([O-])c1ccc(Nc2nc(N3CCOCC3)nc(N3CCOCC3)n2)cc1,-3.3
COc1cccc(C(=O)NCC2(c3ccccc3)CCCC2)c1OC,1.4
CCOc1ccc(C2Nc3ccccc3NC3=C2C(=O)CC(C)(C)C3)cc1OC (stereo not drawn),-3.5
O=C(O)/C=C/c1ccc2c(c1)OCCO2,14.6
CN1C[C@@H]2[C@@H]3C(=O)N(C)C(=O)[C@@H]3[C@](C)(C1=O)N2C(=O)c1ccc(C(F)(F)F)cc1,17.9
COc1cccc(/C=C/C(=O)c2ccc3c(c2)OCCO3)c1OC,-18.0
CC(NC(=O)c1cccs1)C1CCCO1 (stereo not drawn),4.4
O=[N+]([O-])c1cccc(-c2nnc(-c3ccccc3F)o2)c1,-4.9
O=C(N/N=C/c1ccccn1)c1ccc([N+](=O)[O-])cc1Cl,-16.0
COc1cc(Cn2nnc3ccccc32)ccc1O,-17.1
CCCCOC(=O)C1=C(C)NC(=O)NC1c1ccccc1 (stereo not drawn),2.8
O=C(c1ccccc1)N1N=C(c2cccs2)CC1c1ccccc1O (stereo not drawn),-3.8
O=C(Nc1cccc(Cl)c1)OCCOc1ccccc1,5.0
Clc1ccc(OCCCCCN2CCOCC2)cc1,4.6
COc1ccc(-c2sc3ccccc3c2C#CCCO)cc1,-2.3
Cc1ccc(S(=O)(=O)/N=C(/Nc2nc(C)cc(C)n2)N2CCOCC2)cc1,0.4
COCCNC(=S)N1CCN(c2nc(-c3ccc(Cl)cc3)cs2)CC1,-8.4
COc1ccc(OC)c(/C=N\NC(=O)c2c(C)nc3cc(C)ccn23)c1,2.5
CCC(=O)c1ccc(OCC(O)CNC2CCCC2)cc1 (stereo not drawn),9.3
Nc1nc(N)nc(-c2cc(O)ccc2O)n1,-1.1
Cc1nc(SCc2nc3ccc(C(=O)c4ccccc4)cc3[nH]2)c2oc3ccccc3c2n1,-8.7
CC[C@@H]1[C@H]2CCCC(=O)N3CC[C@@H](C[C@@H]1Nc1ccccc1)[C@@H]23,7.7
CCn1ncc(C(=O)Nc2ccc([N+](=O)[O-])cc2OC)c1C,8.9
O=C(NCc1ccccc1C(F)(F)F)c1cccc2c1C(=O)c1ccc(N3CCCCC3)cc1S2(=O)=O,-20.1

# The closing seven compounds of the section above come first, to join the parts.
SMILES,Pf gametocyte
COc1ccc(OC)c(/C=N\NC(=O)c2c(C)nc3cc(C)ccn23)c1,2.5
CCC(=O)c1ccc(OCC(O)CNC2CCCC2)cc1 (stereo not drawn),9.3
Nc1nc(N)nc(-c2cc(O)ccc2O)n1,-1.1
Cc1nc(SCc2nc3ccc(C(=O)c4ccccc4)cc3[nH]2)c2oc3ccccc3c2n1,-8.7
CC[C@@H]1[C@H]2CCCC(=O)N3CC[C@@H](C[C@@H]1Nc1ccccc1)[C@@H]23,7.7
CCn1ncc(C(=O)Nc2ccc([N+](=O)[O-])cc2OC)c1C,8.9
O=C(NCc1ccccc1C(F)(F)F)c1cccc2c1C(=O)c1ccc(N3CCCCC3)cc1S2(=O)=O,-20.1
COc1ccc(C(=O)NC(C)CCc2ccccc2)cc1[N+](=O)[O-] (stereo not drawn),-23.6
C=CCNC(=S)NNc1nc(N2CCCC2)nc(N2CCCC2)n1,3.2
Cc1ccc(NC(=O)C2CCCCC2)cc1C,-17.0
[N-]=[N+]=NCCN1CCN(CCc2ccccc2)CCC1=O,16.7
CCCn1c(SCC(=O)NNC(=O)c2ccccc2)nnc1-c1cccnc1,20.8
O=C(Nc1ccc(OCc2ccccc2)cc1)c1cccs1,1.0
CC(C)c1cc(NCCN2CCOCC2)n2c(nc3ccccc32)c1C#N,-0.2
